From PubChem
ERK AVP block = inhibitors of vasopressin-stimulated ERK signaling pathway. HEK293-V1b, vasopressin-stimulated pERK AlphaScreen. Potency, µM (titrated, usually from 57.5 µM), for the others: at the top dose activity, negative = inhibition, hits mostly inhibitors. hit rate 0.99% among 72,000; also: potency is read from the fitted curve at half-maximal effect; % is scaled to controls: 0 for no effect and ±100 for the full control effect; nearly all actives have a fitted effect of over 55% in size
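qHTS, compounds titrated on V1b-expressing HEK293 cells. Preincubation 30 min at 37C, vasopressin 25 nM for 5 min, lysis 10 min, bead incubation 5 hr at room temperature.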
UbGFP stabilizer = proteasome inhibitors stabilizing ubiquitin-GFP reporter; 67,000 tested, under 10 active; Ubiquitin-GFP reporter cells, proteasome inhibition, GFP fluorescence; response scale: untreated = 0%, 10 µM MG-132 = 100%; Potency, µM (doses to about 45.9 µM), inactives show top-dose activation (GFP accumulation), most hits filed as activators; active = well fitted activation curve with a large enough effect, not every such curve was filed as active; inconclusive = small, poorly fitted or top-dose-only effect, or another doubt; inactive = no such curve, though single readings can be large or run the other way; also: potency is read from the fitted curve at half-maximal effect
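U2OS cells stably expressing ubiquitin(G76V)-GFP, seeded overnight in 0.5% FBS medium, were exposed to compounds (qHTS, 46 uM to 2.9 nM) for 4 hr at 37 °C. GFP-positive cells were counted by laser cytometry (488 ex/515 em), normalized between basal and 10 uM MG-132.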
ALOX15 inhib = inhibitors of human 15-lipoxygenase (ALOX15) | hit rate 1.4% among 74,000 | purified 15hLO-1, xylenol orange hydroperoxide absorbance | Potency, µM (top dose mostly 57.1 µM), without a hit: top-dose activity change, negative = inhibition, usual class: inhibitors | P16050; also: potency is read from the fitted curve at half-maximal effect; % is scaled to controls: 0 for no effect and ±100 for the full control effect; nearly all actives have a fitted effect of over 55% in size
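Readout: Fe(III)-xylenol orange absorbance, 573-to-405 nm ratio as reaction progress. Enzyme 40 nM purified human 15hLO-1, substrate 50 uM arachidonic acid, 6 min RT after 15 min compound preincubation; Hepes pH 7.5 buffer with Triton X-100.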
Tau filament bind = binders of human tau filaments. P10636. recombinant tau filaments, thioflavin S fluorescence, 15 h; filaments grown with octadecylsulfate alongside compound. Potency, µM (doses to about 57.1 µM), for the others: top-dose activity change, negative = inhibition. hit rate 2% among 71,000. AID 596;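 also: potency is read from the fitted curve at half-maximal effect; % is scaled to controls: 0 for no effect and ±100 for the full control effect; actives lower thioflavin S fluorescence by blocking filaments or displacing dye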
Target sequence (P10636 whole entry, looked up): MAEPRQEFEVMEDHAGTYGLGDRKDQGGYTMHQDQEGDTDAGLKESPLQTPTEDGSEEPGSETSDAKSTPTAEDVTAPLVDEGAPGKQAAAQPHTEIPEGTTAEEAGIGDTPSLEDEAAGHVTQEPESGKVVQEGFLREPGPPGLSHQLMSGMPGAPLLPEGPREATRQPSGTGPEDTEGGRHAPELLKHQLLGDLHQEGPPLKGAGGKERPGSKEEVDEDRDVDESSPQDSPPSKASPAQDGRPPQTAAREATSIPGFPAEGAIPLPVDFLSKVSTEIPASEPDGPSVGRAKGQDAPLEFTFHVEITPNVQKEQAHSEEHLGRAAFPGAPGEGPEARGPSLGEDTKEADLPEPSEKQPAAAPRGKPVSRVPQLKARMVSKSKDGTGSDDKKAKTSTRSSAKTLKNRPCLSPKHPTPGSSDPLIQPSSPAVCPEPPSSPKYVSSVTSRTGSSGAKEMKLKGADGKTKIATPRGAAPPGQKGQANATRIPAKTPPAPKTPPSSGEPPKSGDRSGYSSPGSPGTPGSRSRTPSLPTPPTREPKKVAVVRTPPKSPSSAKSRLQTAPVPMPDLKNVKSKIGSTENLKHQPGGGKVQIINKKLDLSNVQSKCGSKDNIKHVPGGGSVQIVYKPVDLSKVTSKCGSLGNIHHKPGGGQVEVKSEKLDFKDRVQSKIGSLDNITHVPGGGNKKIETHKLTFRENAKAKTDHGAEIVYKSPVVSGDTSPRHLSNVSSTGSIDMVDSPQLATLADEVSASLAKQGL
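His-tagged recombinant human tau (exons 2, 3, 10; 1 uM final) fibrillized with 30 uM sodium octadecylsulfate, 15 h at 37 C, in pH 7.4 HEPES buffer with 10 uM thioflavine S and 5 mM DTT. Reduced ThS fluorescence (450/510 nm) marks activity.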
DNA Pol III inh = DNA polymerase III holoenzyme inhibition; Potency, µM (series often up to 57.1 µM), for inactives: top-dose activity change, negative = inhibition; reconstituted DNA polymerase III holoenzyme replication, biochemical; hit rate 0.25% among 71,000; also: potency is read from the fitted curve at half-maximal effect; % is scaled to controls: 0 for no effect and ±100 for the full control effect
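Reconstituted *E. coli* holoenzyme (0.35 nM Pol III, 1 nM beta, 154 nM SSB, 2 nM primase) was preincubated with compound for 15 min at RT. Synthesis on 1.4 nM ssM13Gori ran 35 min, then was stopped with PicoGreen/EDTA and read as dsDNA fluorescence.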
GFP derepression = epigenetic GFP locus derepression in mouse cells | hit rate 0.09% among 68,000 | mouse C127i GFP locus derepression, cytometry, 30 h | Potency, µM (top dose mostly 46.1 µM), for inactives: top-dose GFP derepression (activation); also: % of control where 0% means no effect
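Murine C127i mammary cells carrying a silenced, stably integrated CMV-driven GFP reporter were treated with compound for 30 hours at 37 C. After PBS washes, GFP-positive cells were counted by laser-scanning microplate cytometry.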
CRE Fsk mod = modulators of forskolin-stimulated CRE signaling in CHO cells; AID 662; Potency, µM (series often up to 38.2 µM), for inactives: top-dose activity change, negative = inhibition, most hits filed as activators; CHO CRE-bla reporter (cAMP response element driving beta-lactamase), forskolin EC10, beta-lactamase ratio; hit rate 2.5% among 71,000; active = well fitted activation curve with a large enough effect in the signal ratio, with a control signal flat, not every such curve was filed as active; inconclusive = small, poorly fitted or top-dose-only effect, or effect the other way, or a change in a side signal; the % refers to the signal ratio; also: potency is read from the fitted curve at half-maximal effect; % of control where 0% means no effect
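CHO CRE-bla cells, overnight plating in Opti-MEM with 0.5% dialyzed FBS; cpd titration + EC10 NKH 477, 3 h 37 °C; CCF4 2 h RT; ex 405/em 460 vs 530 ratio → %Activity, AC50.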
HADH2 inhib = blocks human hydroxyacyl-CoA dehydrogenase type II; recombinant HADH2, NADH fluorescence, beta-hydroxybutyryl-CoA; Potency, µM (highest dose often 57.1 µM), for the others: at the top dose activity change, negative = inhibition, most hits filed as inhibitors; hit rate 3.4% among 73,000; also: potency is read from the fitted curve at half-maximal effect; % is scaled to controls: 0 for no effect and ±100 for the full control effect; nearly all actives have a fitted effect of over 60% in size; many of its hits are not listed in these tables
Target sequence (Q99714 whole entry, looked up, one chain of several): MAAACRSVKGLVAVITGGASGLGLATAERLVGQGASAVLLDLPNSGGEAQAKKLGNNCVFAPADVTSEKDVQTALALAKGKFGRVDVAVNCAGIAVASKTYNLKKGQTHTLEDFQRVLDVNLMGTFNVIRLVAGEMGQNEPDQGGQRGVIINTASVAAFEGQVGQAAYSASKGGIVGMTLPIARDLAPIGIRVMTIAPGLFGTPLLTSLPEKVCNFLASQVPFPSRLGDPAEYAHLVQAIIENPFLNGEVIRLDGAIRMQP
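20 nM HADH2 + cpd, 15 min RT; add 1 mM NAD+/90 uM beta-hydroxybutyryl-CoA; kinetic fluorescence 360/450 nm, 4 min. Tris-HCl pH 9.0, 0.01% Tween-20.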
HBB splicing = alters splicing of the hemoglobin beta chain | hit rate 0.06% among 65,000 | AID 925 | HBB splicing reporter cell assay, activation; EGFP reporter with mutant IVS2-654 intron; response scale: normalised to 500 nM splice-correcting PNA | Potency, µM (top dose mostly 46.1 µM), for inactives: top-dose activation, actives largely listed as activators; also: potency is read from the fitted curve at half-maximal effect; 0% is about no effect
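HeLa cells stably expressing EGFP interrupted by mutant beta-globin intron 2 (IVS2-654), 500/well in 2% FCS. Treated with compound for 2 days at 37C. Splicing correction scored as total well GFP intensity (488 nm excitation, 500-520 nm emission); 500 nM antisense PNA served as control.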
FLuc inh = blocks Photinus pyralis firefly luciferase activity; purified firefly luciferase, luminescence, 8 min; Potency, µM (highest dose often 57.1 µM), without a hit: top-dose activity change, negative = inhibition, usual class: inhibitors; hit rate 2.2% among 72,000; AID 411; also: potency is read from the fitted curve at half-maximal effect; % is scaled to controls: 0 for no effect and ±100 for the full control effect; nearly all actives have a fitted effect of over 40% in size
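Here, luciferase activity is measured as luminescence following an 8 min room-temperature reaction at 10 uM ATP, pH 7.2. Every library sample is titrated.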
Hsp90 Hop PPI = changes Hsp90-Hop TPR2A binding signal, up or down | AlphaScreen TPR2A-His6 binding biotin-Hsp90 C-terminal peptide | Potency, µM (top dose mostly 57 µM), for the others: at the highest dose activity change, negative = inhibition | hit rate 0.44% among 71,000; active = well fitted curve in either direction with a large enough effect; inconclusive = small, poorly fitted or top-dose-only effect, or another doubt; also: potency is read from the fitted curve at half-maximal effect; % is scaled to controls: 0 for no effect and ±100 for the full control effect; many of its hits are not listed in these tables
* = called active by the depositor; ? = inconclusive; . = not tested or not shown; [ ] = another dose, or the depositor's remark. Unless noted, calls follow the shape of the dose curve; as a rule, active = well fitted curve in the direction sought with a large enough effect; inconclusive = small, poorly fitted or top-dose-only effect, or another doubt; inactive = no such curve, though single readings can be large; an effect the other way counts as inactive or inconclusive.

SMILES | ERK AVP block | UbGFP stabilizer | ALOX15 inhib | Tau filament bind | DNA Pol III inh | GFP derepression | CRE Fsk mod | HADH2 inhib | HBB splicing | FLuc inh | Hsp90 Hop PPI
CC(=O)n1c2ccccc2c2c(C#N)c(N3CCCCC3)sc21 | -3.6% | -0.3% | -10.2% | -24.3% | -1.8% | -2.2% | -5.4% | -16.4% | 1.2%[57.5 µM] | -0.8% | -1.5%
CCOc1cccc(-c2nc3cc(C)ccc3o2)c1 | 71.7%[activator] | 4.2% | 0.0% | -8.4% | 5.0% | -2.2% | 10.8% | -21.0% | -0.6%[9.22 µM] | 7.94µM* | ?
COc1ccc(NC(=O)CSc2nc(C)cc(C(F)(F)F)n2)cc1 | -23.5% | -0.8% | 2.0% | -11.1% | -6.8% | 0.0% | ? | 1.7% | 1.1% | 2.3% | 0.6%
Cc1c(NC(=O)C(C)Sc2nnc(-c3ccccc3)o2)c(=O)n(-c2ccccc2)n1C (centres undefined) | -8.0% | -4.8% | -0.5% | -8.2% | -1.6% | -2.8% | ? | -2.4% | -0.7% | -3.2% | -4.8%
Cc1cc(SCC(=O)OCC(=O)N2CCN(C(=O)c3ccco3)CC2)c(C)cc1Br | 5.1% | -1.3% | -8.6% | 8.8% | -2.4% | 1.6% | -6.5% | -0.3% | -0.6%[57.5 µM] | 2.7% | -3.0%
CC(=O)c1cccc(NC(=O)N2CCCC2C(=O)Nc2cccc(C)c2)c1 (centres undefined) | -17.4% | -2.6% | 2.3% | -7.1% | 0.0% | 1.3% | -8.3% | 5.5% | . | -1.3% | -4.2%
O=C(O)CCSc1ncnc2nc[nH]c12 | -0.2%[11.5 µM] | -1.4%[9.17 µM] | 3.8%[11.4 µM] | 4.0%[11.4 µM] | -4.9%[11.4 µM] | 0.0%[9.22 µM] | 1.4%[7.6 µM] | 3.5%[11.4 µM] | 3.7%[9.22 µM] | 0.0%[11.4 µM] | 1.4%[11 µM]
CC(=O)O[C@H]1CSC[C@H]1NC(=O)c1ccccc1 | -3.1% | -1.4% | 0.8% | 0.2% | -2.2% | 0.0% | 1.2% | 3.0% | -2.8%[57.5 µM] | 0.9% | -1.7%
O=c1c2cc(N3CCOCC3)ccc2[nH]c(=S)n1CC1CCCO1 (centres undefined) | -8.8% | 1.7% | 3.5% | 7.1% | -2.5% | 6.5% | ? | 8.8% | 5.1%[0.369 µM] | -3.4% | -1.1%
CC(=O)Nc1nc2ccccc2n1Cc1ccccc1C | -1.2% | 1.5% | 8.0% | 5.9% | -3.5% | 5.7% | 1.7% | 8.0% | -1.0% | -30.0% | -6.2%
CCCCc1nc2ccccc2c(C(=O)O)c1C | -26.1% | 2.3% | 10.1% | 3.1% | -1.3% | -1.2% | -0.8% | 9.3% | . | 0.4% | -1.4%
CC(C)(C)NC(=O)c1ccc2c(c1)N(CC(=O)N1CCN(c3ccc(F)cc3)CC1)C(=O)C(C)(C)O2 | -1.9% | 9.6% | 7.7% | 7.1% | 0.1% | 4.9% | -3.9% | 0.6% | -0.3%[57.5 µM] | 0.2% | -0.6%
CCc1cccc2c3c([nH]c12)C(CC)(CC(=O)O)OCC3 (centres undefined) | -2.6% | . | ? | . | . | 0.0%[20.6 µM] | . | 11.1% | . | 0.4%[25.5 µM] | .
CCOC(=O)c1cc(-c2cc3ccccc3o2)n[nH]1 | -10.3% | 1.7% | -8.5% | -15.2% | -1.6% | 3.4% | ? | -17.0% | -0.9% | -19.0% | -1.2%
Cc1ccc2nc(NC(=O)c3cccs3)sc2c1 | -1.1% | 4.7% | -12.3% | 138.6% | 1.3% | 1.2% | -23.9% | -6.6% | -3.2% | 2µM* | 2.1%
O=C(O)CC1(C(=O)O)CCCCC1 | 8.6%[11.5 µM] | -3.7%[9.17 µM] | -3.1%[11.4 µM] | 6.4%[11.4 µM] | -11.5%[11.4 µM] | 2.4%[9.22 µM] | -1.1%[7.6 µM] | 8.8%[11.4 µM] | -1.3%[9.22 µM] | 0.4%[11.4 µM] | -1.5%[11 µM]
CC1(C)CCCC2=C1CC1C(=O)N(c3ccccc3)C(=O)C1C2 (centres undefined) | 1.2%[11.5 µM] | 6.4% | -24.1% | -5.0% | -6.0% | 1.2% | 1.4% | 11.1% | . | -3.2% | 1.0%
CCOC(=O)c1cc2cc(-c3c(C(=O)OCC)oc4cc(O)cc(O)c4c3=O)ccc2o1 | 2.6% | -4.9% | ? | ? | -8.4% | -0.1% | ? | ? | 1.2% | -2.5% | ?
O=C(CNC(=O)c1ccco1)OCc1c(F)cccc1Cl | -11.3% | 3.8% | -5.1% | 4.8% | 0.7% | 1.3% | 6.6% | -6.5% | 3.7%[57.5 µM] | -28.8% | -5.1%
COc1ccc(N2CCN(CCNC(=O)C3CCN(S(=O)(=O)c4cccs4)CC3)CC2)cc1 | -27.4% | -9.7% | -4.4% | -23.4% | 5.5% | 0.0% | ? | 7.7% | -1.8% | -0.6% | -6.6%
Cc1nn(-c2ccc(F)cc2F)c2c1-c1nc(N3CCCC3)ncc1CC2 | -23.8% | 1.4% | 25.1µM* | 134.5% | -3.5% | 2.4% | ? | ? | -1.0% | -2.5% | 4.0%
COCCn1c(SCC(=O)N2CCCc3ccccc32)nc2cccnc21 | -12.1% | -2.9% | ? | -2.2% | -5.0% | -0.2% | ? | -4.2% | -1.2% | -1.0% | -6.7%
CCc1nc(N[C@@H](Cc2c[nH]c3ccccc23)C(=O)O)c2oc3ccccc3c2n1 | ? | 0.3% | -13.4% | -7.5% | -14.7% | 2.2% | ? | 3.9% | 9.9%[0.369 µM] | -2.9% | ?
COc1ccccc1OCc1csc(NC(=O)c2ccco2)n1 | -17.7% | 1.7% | -0.9% | -2.9% | -5.2% | 1.2% | -0.5% | -1.1% | -8.4% | -3.2% | -3.5%
COc1ccc(S(=O)(=O)N2CCC(C(=O)Nc3c(F)cccc3F)CC2)cc1 | -12.1% | -9.4% | -0.3% | 15.0% | -0.4% | 3.1% | -9.1% | 6.7% | 0.0% | 1.8% | 2.0%
COc1ccccc1C(=O)N(Cc1ccco1)C1CCS(=O)(=O)C1 (centres undefined) | -13.7% | . | 5.9% | -2.0% | -6.8% | 2.1% | -4.5% | 9.6% | 1.9%[0.369 µM] | 6.7% | -1.0%
COc1ccc(CNc2nc(-c3cccc(NS(C)(=O)=O)c3)nc3ccccc23)c(OC)c1 | -7.6% | -5.8% | -5.6% | -19.0% | -5.4% | 0.0%[9.22 µM] | ? | -16.9% | 1.6% | -6.1%[2.29 µM] | -10.5%
Cc1cccc(C(=O)N2CCN(C(=O)c3cccc(C)c3)C(C)C2)c1 (centres undefined) | -7.2% | 1.6% | 4.5% | -8.4% | 0.8% | -1.8% | -7.2% | 7.9% | -1.3% | 0.8% | -2.4%
Cc1cc(=O)[nH]c(SCc2cc(=O)n3nc(C)sc3n2)n1 | -7.5% | 8.6% | 4.8% | 5.4% | -0.2% | . | -3.3% | 7.8% | -1.3% | -1.6% | -3.8%[2.3 µM]
CCC(C(=O)Nc1nccs1)c1ccccc1 (centres undefined) | 24.1% | -4.0%[9.17 µM] | 7.4%[11.4 µM] | -14.5%[11.4 µM] | 0.9%[11.4 µM] | 0.0% | ? | -0.5%[11.4 µM] | -0.9%[0.0738 µM] | -2.9% | -8.2%[11 µM]
N=C(N)SCCc1ccc(OCc2ccc([N+](=O)[O-])cc2)cc1 | ? | -0.2% | ? | 31.6µM* | -7.0% | -1.4% | ? | 2.9% | . | 2.4% | -3.2%
OCCSc1nnc(Nc2ccccc2)s1 | -11.2% | -8.7% | -7.8% | 2.3% | -1.2% | -0.1% | -12.8% | -14.8% | -2.7% | -16.3% | 0.8%
CCCCc1nnc(NC(=O)CSc2nc(=O)cc(N)n2-c2ccccc2)s1 | -5.1% | 1.0% | -16.2% | 2.9% | 8.2% | 0.0% | -16.7% | -0.2% | 0.0% | -2.0% | -11.7%

An excerpt; rates above refer to the full screens.
